# High-throughput results deposited in PubChem by several laboratories.
# TNAP activation fold: human TNAP enzyme activators, primary screen, biochemical, luminescent, no phosphate acceptor, uHTS (AID 1001); Alkaline phosphatase, tissue-nonspecific isozyme (Homo sapiens); purified TNAP, luminescent activation assay, no phosphate acceptor; higher activation fold means a stronger effect; activation fold at 20 µM, or EC50 in µM where a hit was titrated; actives 0.03% (n = 200,000); in the data active means activation fold from about 3, or a potency from the dose series; inactive means the rest, 99 in 100 with activation fold below about 1.6; further: many of its hits are not listed in these tables
# CSM14.1 death rescue: rescue of cells from ER stress-induced death, primary screen, 384-well, CSM14.1, thapsigargin, ATP luminescence (AID 1222). CSM14.1 thapsigargin-induced death rescue, ATP luminescence; higher % means a stronger effect. one-dose cellular ATP content (survival), % at 20 µM; EC50 in µM for titrated hits. 190,000 tested, under 10 active;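 active means EC50 below 50 µM in the dose-response confirmation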;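 further: death triggered by thapsigargin at about 15 µM added after 2 h compound pretreatment; cell ATP read after overnight thapsigargin exposure of roughly 18 to 22 hours; normalized against plate controls of thapsigargin alone and 5% DMSO vehicle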
# Ins promoter up: insulin promoter activators in MIN6 cells, imaging, high-content screening, mouse beta cells. z-score at 5 µM. MIN6 insulin promoter-GFP reporter; active compounds read high. actives 0.3% (n = 190,000). AID 1625, 2009;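 active means z-score above 3 at 5 µM with at least 500 cells counted in the well; inconclusive means wells under 500 cells, flagged as cytotoxic or low count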
# PMI inhibition: human PMI inhibitors, high substrate, primary screen, biochemical, fluorescence intensity, high mannose 6-phosphate (AID 1220) | recombinant PMI enzyme, coupled fluorescence intensity; higher % means a stronger effect | inhibition, % at 20 µM; hits with a dose series show IC50 in µM | actives 0.66% (n = 190,000) | Mannose-6-phosphate isomerase (Homo sapiens)
# Large T inhibition: SV40 large T antigen inhibitors, biochemical (AID 1903); SV40 large T antigen ATPase/helicase inhibition assay; higher % means a stronger effect; actives 0.39% (n = 310,000); inhibition, % at 20 µM, or IC50 in µM where a hit was titrated; in the data active means a potency from the dose series; inconclusive means inhibition mostly from about 32% at the one dose, without a potency; inactive means the rest, 99 in 100 with inhibition below about 32%; further: strong numbers were not always called active
# PMI inhibitors: inhibitors of human PMI, primary screen, biochemical, fluorescence intensity, coupled assay (AID 1209); Mannose-6-phosphate isomerase (Homo sapiens); purified PMI enzyme, coupled fluorescence intensity; higher % means a stronger effect; one-dose inhibition, % at 20 µM; IC50 in µM for titrated hits; actives 0.42% (n = 190,000);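 further: plate controls were DMSO vehicle for no effect and wells lacking substrate for full effect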
# West Nile antiviral: West Nile virus antiviral activity, cell-based, CPE readout (AID 1621); West Nile virus-infected cells, CPE inhibition; higher % means a stronger effect; one-dose CPE inhibition, % at 10 µM; IC50 in µM for titrated hits; actives 0.02% (n = 290,000); in the data active means a potency from the dose series; inconclusive means CPE inhibition mostly from about 3.7% at the one dose, without a potency; inactive means the rest, 99 in 100 with CPE inhibition below about 2.2%; further: strong numbers were not always called active
# RSV CPE inhibition: RSV antiviral activity via CPE protection, HEp-2 cells, primary 10 µM value included (AID 2391); HEp-2 cells, RSV-induced CPE inhibition; higher % means a stronger effect; CPE inhibition, % at 10 µM; hits with a dose series show IC50 in µM; actives 0.13% (n = 310,000); in the data active means a potency from the dose series; inconclusive means CPE inhibition mostly from about 23% at the one dose, without a potency; inactive means the rest, 99 in 100 with CPE inhibition below about 21%; further: strong numbers were not always called active
# PhoP inhibition: inhibitors of PhoP regulon expression, primary screen, Salmonella Typhimurium, GFP reporter (AID 1863); S. Typhimurium PhoP-regulated promoter GFP reporter, 4 h; higher % means a stronger effect; one-dose inhibition, % at 50 µM; IC50 in µM for titrated hits; actives 0.16% (n = 300,000);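 active means inhibition over 29.93%, a cutoff 3 SD above the screen mean, later confirmed by dose response; inconclusive means inhibition over 29.93% but no dose response follow-up; inactive means inhibition at most 29.93% or unconfirmed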;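 further: 0% = low Mg2+ inducing control and 100% = high Mg2+ repressing control; strong numbers were not always called active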
# Ins promoter up cell count: further read-out of Ins promoter up, marked with its call; cell count; measured here: cytotoxicity, nuclei count;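 total cells summed across four imaged fields per well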
# Starred values were filed as active, the others as inactive; ? = inconclusive; / = not tested or not shown. Unless noted, no stated cut-off is given here; in the data, active means inhibition above about 50%; inactive means the rest.
SMILES,TNAP activation fold,CSM14.1 death rescue,Ins promoter up,Ins promoter up cell count,PMI inhibition,Large T inhibition,PMI inhibitors,West Nile antiviral,RSV CPE inhibition,PhoP inhibition
COc1cc(/C=C/C(=O)O)cc(S(=O)(=O)Nc2ccc3[nH]c(=O)[nH]c3c2)c1OC,/,/,/,/,/,7%,/,-0.6%,0.6%,-1%
COc1ccc2cnn(-c3ccc(OC(F)(F)F)cc3)c(=O)c2c1OC,/,/,0.19,1328,/,7%,/,-0.5%,-0.2%,-3%
COc1ccc(/C=N/S(=O)(=O)c2ccc(C)cc2)cc1,1.1,/,/,/,3%,10%,2%,0.5%,1.6%,0%
O=c1c2c(nc3nc[nH]n13)CCC2,1.2,-0.5%,0.21,844,2%,10%,6%,-0.1%,0.8%,-22%
CCCOc1cccc(C(=O)N(Cc2ccc(OC)c(OC)c2)C2CCS(=O)(=O)C2)c1 (centres undefined),1,4.4%,-1.1,994,-9%,3%,-7%,0.0%,1.6%,11%
COc1c(F)c(F)c(C(=O)Nc2ccccc2N2CCN(C(=O)C(C)C)CC2)c(F)c1F,1.1,3.2%,-0.09,1142,-1%,0%,8%,-0.6%,-0.4%,-2%
CC(=O)NC12CC3CC(C1)CC(C(=O)Nc1nc4c(C)cccc4s1)(C3)C2,/,/,/,/,/,3%,/,-0.1%,13%,-1%
O=C(Cc1ccc(Cl)cc1)N1CCN(c2ccccc2)CC1,/,/,/,/,/,14%,/,-0.4%,2.4%,-6%
Cc1cccn2c(=O)c3cc(C(=O)NCC4CCCO4)c(=N)n(CC4CCCO4)c3nc12 (centres undefined),/,/,/,/,/,6%,/,-0.9%,0.8%,6%
O=C(CSc1nnnn1-c1ccccc1)NC1CCCc2ccccc21 (centres undefined),1.1,-2.6%,-0.26,1420,2%,14%,7%,-1.1%,3.8%,-6%

# 3 compounds out of the list, sorted by length of the SMILES, largest number first.
SMILES,TNAP activation fold,CSM14.1 death rescue,Ins promoter up,Ins promoter up cell count,PMI inhibition,Large T inhibition,PMI inhibitors,West Nile antiviral,RSV CPE inhibition,PhoP inhibition
COc1c(F)c(F)c(C(=O)Nc2ccccc2N2CCN(C(=O)C(C)C)CC2)c(F)c1F,1.1,3.2%,-0.09,1142,-1%,0%,8%,-0.6%,-0.4%,-2%
COc1ccc(/C=N/S(=O)(=O)c2ccc(C)cc2)cc1,1.1,/,/,/,3%,10%,2%,0.5%,1.6%,0%
O=C(Cc1ccc(Cl)cc1)N1CCN(c2ccccc2)CC1,/,/,/,/,/,14%,/,-0.4%,2.4%,-6%

# Continuation.
SMILES,TNAP activation fold,CSM14.1 death rescue,Ins promoter up,Ins promoter up cell count,PMI inhibition,Large T inhibition,PMI inhibitors,West Nile antiviral,RSV CPE inhibition,PhoP inhibition
O=S(=O)(Nc1ncccn1)c1ccc(NC(=S)Nc2cccc(Cl)c2)cc1,/,/,-0.42,1368,/,7%,/,0.0%,1.1%,27%
COc1ccc(/C(O)=C2/C(=O)C(=O)N(CCCC(=O)O)C2c2ccc(OC)cc2)cc1 (centres undefined),1.1,-1.2%,0.01,1569,0%,8%,0%,/,1.5%,3%
COC(=O)c1ccc(CN2CCCC(CO)(Cc3ccccc3F)C2)cc1 (centres undefined),/,/,/,/,/,7%,/,0.7%,-0.4%,-5%
CCN(CC(=O)N1CCN(Cc2ccccc2)CC1)S(=O)(=O)c1ccc(F)cc1,/,/,/,/,/,5%,/,-0.2%,1.5%,81%
CN1C(=O)/C(=C/c2ccc(C(=O)Nc3ccc(O)cc3C(=O)O)cc2)SC1=S,/,/,/,/,/,31%,/,-0.3%,0.7%,1%
Cn1nc(C(=O)NCc2ccc(F)cc2)c2c1-c1ccccc1S(=O)(=O)C2,/,/,/,/,/,11%,/,-0.6%,4.4%,-11%
Cc1cc(-c2csc(Nc3ccccn3)n2)ccc1F,/,/,/,/,/,5%,/,-1.1%,5.5%,6%
CCCCNC(=S)N1CCn2cccc2C1c1ccccc1 (centres undefined),1,-0.8%,/,/,10%,-3%,10%,-0.5%,3.0%,9%
CN=CC1=C(O)c2ccccc2C1=O,1.1,-0.7%,0.12,1466,8%,10%,9%,-0.4%,1.8%,12%
CCC1Oc2ccc(C)cc2N(CC(=O)NCCCN2CCOCC2)C1=O (centres undefined),/,/,/,/,/,-4%,/,-0.3%,2.1%,2%
O=C(NCc1cccnc1)Nc1cccc(Cl)c1,/,/,/,/,/,6%,/,-0.4%,0.7%,-2%
C=CCOc1cccc(CNc2cccc(C(=O)O)c2)c1,/,/,-0.06,1073,/,15%,/,0.1%,1.0%,-3%
CC(C)=C1C2CCC1C1C(=O)N(c3nc(-c4ccccc4)c(C)s3)C(=O)C21 (centres undefined),0.9,0.0%,0.15,1252,-7%,10%,6%,-0.8%,4.5%,25%
COC(=O)c1c(NC(=O)CSc2nnc(-c3ccco3)n2C)sc(C)c1C,1.1,-2.1%,/,/,1%,2%,4%,-0.3%,2.4%,0%
COc1ccc(-c2nn(-c3ccccc3C)cc2CNC(C)Cn2cncn2)cc1F (centres undefined),1,-0.1%,-0.27,1493,-3%,/,0%,-0.8%,-0.2%,/
NC(=O)NC(=O)CN1C(=O)NC2(CCOc3ccccc32)C1=O (centres undefined),/,/,/,/,/,9%,/,-0.2%,0.9%,-2%
COc1ccc2nc(SCC(=O)NCCc3ccccc3)[nH]c2c1,/,/,-0.22,1095,/,8%,/,-0.1%,/,1%
Cc1ccc(N2C(=O)c3ccc(C(=O)N4CCN(c5cccc(C)c5C)CC4)cc3C2=O)cc1,1.1,4.6%,/,/,7%,10%,9%,0.2%,-2.7%,9%
COCCNC(=O)C1(C)Oc2ccccc2NC1=O (centres undefined),1.1,0.5%,0,764,1%,16%,5%,0.4%,2.8%,-7%
CC(=O)c1cccc(NC(=O)C2CCCN(S(=O)(=O)c3cccc4nonc34)C2)c1 (centres undefined),/,/,/,/,/,5%,/,-0.6%,0.6%,-2%
O=C(NC1CC1)C1CCN(C2CCN(C(=O)CC3=CCCCC3)CC2)CC1,1.2,0.3%,-0.3,1392,-2%,25%,3%,0.2%,-2.0%,1%
COc1cccc2c3c(c(C)nc12)CCN3c1ccccc1,1,-1.8%,/,/,6%,12%,1%,-1.7%,?,-1%
NC(=O)C1CCCN1 (centres undefined),1,-0.3%,-0.51,1379,-1%,9%,-5%,0.1%,0.3%,-2%
CCCCCCCCCCCCC(NC(C)=O)(C(=O)OCC)C(=O)OCC,/,/,-0.26,1535,/,6%,/,0.2%,-0.5%,-5%
CCOC(=O)c1c(NC(=O)c2cc(C(C)C)on2)sc(C(C)=O)c1C,1,1.5%,/,/,-4%,9%,-10%,0.6%,0.8%,0%
COc1cc(OC)cc(-c2nnc(NC(=O)c3ccc4c(c3)OCCO4)o2)c1,/,/,/,/,/,7%,/,1.1%,-1.6%,-6%
COc1cccc2cc(-c3csc(CCn4nc(C)cc4C)n3)c(=O)oc12,1,2.6%,-1.2,1374,-2%,14%,0%,-0.1%,42%,3%
CNc1nc(Nc2ccc(Br)cc2)nc(N)c1[N+](=O)[O-],1,-1.6%,0.73,1294,18%,10%,1%,0.3%,-1.9%,-9%
O=C(Cc1c(F)cccc1Cl)Nc1ccccc1-c1ccccc1,/,/,/,/,/,5%,/,-0.1%,-1.0%,-6%
Cn1cccc1-c1cc(C(=O)N/N=C/C=C/c2ccccc2)[nH]n1,1.3,-0.6%,-0.5,1451,20%,4%,7%,-0.4%,-1.2%,-7%
O=C(CN(Cc1ccccc1)C(=O)CSc1nnc(COc2ccccc2)o1)NC1CCCC1,1.1,11%,/,/,-2%,9%,-1%,-0.6%,2.0%,4%
O=C1c2cccnc2C(O)N1Cc1ccc(F)cc1 (centres undefined),1,-2.6%,/,/,-6%,5%,-5%,0.4%,2.8%,3%
Cc1cc(C)cc(NC(=O)COc2ccc3c(C)c(Cc4ccccc4)c(=O)oc3c2)c1,1,8.4%,0.45,1343,6%,8%,3%,-0.2%,0.9%,10%
O=C(Nc1cc(-c2nc3ccccc3s2)ccc1Cl)c1ccc2c(c1)OCO2,1,-2.0%,-0.4,1514,7%,-5%,6%,0.4%,-0.2%,-12%
CC(C)NC(=O)c1onc(CSc2ccc(Cl)cc2)c1C(=O)O,1.1,4.1%,-0.39,1437,-4%,3%,2%,0.1%,2.1%,-11%
CCOC(=O)C(CC)Sc1nc(N)c(NC(=O)c2ccc(OC)c(OC)c2)c(=O)[nH]1 (centres undefined),1.1,-2.9%,-0.17,1450,3%,5%,8%,0.5%,1.8%,2%
Fc1ccccc1CSc1nnc(-c2ccccc2)o1,1.1,-0.3%,0.35,1197,2%,-1%,6%,0.0%,1.6%,8%
COC(=O)c1ccc(-n2c(C)cc(C(=O)CSc3cccc[n+]3[O-])c2C)cc1,1.1,0.9%,-0.54,1221,-8%,8%,-7%,-1.0%,2.7%,8%
C(=N\Nc1ccc2ccccc2n1)/c1ccc2c(c1)OCO2,1.2,/,0.11,1211,-7%,-3%,-6%,-1.3%,3.6%,-3%
Cn1c(Cc2ccccc2)nnc1SCC(=O)c1cccs1,1.2,-0.7%,-0.64,896,1%,23%,0%,0.0%,-1.8%,4%
c1ccc(CCNCCCOc2cccc3ccccc23)cc1,/,/,/,/,/,10%,/,-1.4%,1.0%,4%
COc1ccc(-c2noc(-c3cc4ccccc4oc3=O)n2)cc1,1,-0.3%,/,/,0%,0%,9%,/,1.9%,7%
COc1ccc(N(C(=O)CS(=O)CC(=O)Nc2ccc(F)cc2)C(C(=O)NC2CCCCC2)c2cccs2)cc1 (centres undefined),1.1,12%,-0.21,1419,1%,1%,-1%,-0.3%,1.8%,5%
CN(CCc1ccccn1)C(=O)Nc1ccc(F)cc1,1.1,0.4%,0.72,1192,0%,4%,-1%,0.4%,-0.3%,8%
Cc1c(S(=O)(=O)Nc2ccc(Oc3ccccc3)cc2)c(=O)n(C)c(=O)n1C,/,/,/,/,/,27%,/,-1.2%,1.0%,0%
Cc1c(C(=O)N2CCC(C)CC2)cccc1[N+](=O)[O-],1.1,-1.3%,-0.5,1416,4%,/,4%,-0.1%,0.1%,/
CN1CCN(c2nc3c(c(=O)n(C)c(=O)n3C)n2CC(N)=O)CC1,1,3.8%,1.3,1218,-11%,1%,-6%,-0.2%,0.6%,5%
Brc1ccc(-c2nnc(-c3ccccc3)o2)o1,1.1,-2.1%,/,/,-12%,7%,-5%,0.8%,-0.5%,-1%
O=[N+]([O-])c1ccc(NCc2ccc3c(c2)OCO3)cc1,1.1,-1.5%,0.4,1262,21%,11%,10%,-0.5%,-1.1%,-1%
